Source: PubChem BioAssay
V1aR counter: V1a receptor agonism, counter-screen for OXTR agonists | CHO-V1R cells, Fluo-8 calcium fluorescence, agonist mode; 0% DMSO, 100% 3 nM vasopressin | AID 2797 | P37288 | 320,000 compounds, 0.25% hits | activation, % at 3 µM;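 active = activation above the mean activation of all tested compounds plus 3 SD, per screening run, cut at about 20% in these data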;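 also: signal is peak over basal fluorescence ratio across a 100 second FLIPR read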
Target sequence (P37288 whole entry, looked up): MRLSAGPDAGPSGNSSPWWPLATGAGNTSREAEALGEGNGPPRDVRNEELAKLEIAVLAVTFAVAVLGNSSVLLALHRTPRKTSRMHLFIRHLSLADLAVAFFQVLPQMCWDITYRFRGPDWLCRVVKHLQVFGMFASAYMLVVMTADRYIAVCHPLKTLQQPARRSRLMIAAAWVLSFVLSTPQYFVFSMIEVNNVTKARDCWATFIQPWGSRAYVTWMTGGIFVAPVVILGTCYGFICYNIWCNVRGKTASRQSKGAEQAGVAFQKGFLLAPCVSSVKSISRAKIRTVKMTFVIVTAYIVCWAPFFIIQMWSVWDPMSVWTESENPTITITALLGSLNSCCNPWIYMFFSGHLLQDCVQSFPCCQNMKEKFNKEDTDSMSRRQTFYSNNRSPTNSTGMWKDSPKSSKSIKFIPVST
M1 ag: agonists of human M1 muscarinic receptor. P11229. CHO-K1 hM1, Fluo-8 calcium fluorescence, agonist mode; 0% DMSO, 100% acetylcholine EC100. activation, % at 3 µM. 360,000 compounds, 0.33% hits. AID 588814;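 active = activation above the run's mean compound activation plus 3 SD, cut at about 16% in these data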;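 also: peak over basal fluorescence ratio within a 140 s kinetic read after compound addition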
CHRM1 PAM: potentiates human M1 receptor response to acetylcholine | CHO-K1 hM1, Fluo-8 calcium fluorescence, ACh EC20; 0% = ACh EC20, 100% = maximal ACh | activation, % at 3 µM | 360,000 compounds, 0.088% hits; in the data active = activation above about 19%, passing the limit was not always enough
OXTR ag: human OXTR agonism; P30559; CHO-OTR cells, Fluo-8 calcium fluorescence; normalized: DMSO 0%, oxytocin 100%; activation, % at 3 µM; 320,000 compounds, 0.32% hits; AID 2435;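 active = activation above the mean of all tested compounds plus 3 SD, cutoff set per screening run, cut at about 20% in these data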;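 also: peak over basal fluorescence ratio from a 100 s FLIPR kinetic read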
Target sequence (P30559 whole entry, looked up): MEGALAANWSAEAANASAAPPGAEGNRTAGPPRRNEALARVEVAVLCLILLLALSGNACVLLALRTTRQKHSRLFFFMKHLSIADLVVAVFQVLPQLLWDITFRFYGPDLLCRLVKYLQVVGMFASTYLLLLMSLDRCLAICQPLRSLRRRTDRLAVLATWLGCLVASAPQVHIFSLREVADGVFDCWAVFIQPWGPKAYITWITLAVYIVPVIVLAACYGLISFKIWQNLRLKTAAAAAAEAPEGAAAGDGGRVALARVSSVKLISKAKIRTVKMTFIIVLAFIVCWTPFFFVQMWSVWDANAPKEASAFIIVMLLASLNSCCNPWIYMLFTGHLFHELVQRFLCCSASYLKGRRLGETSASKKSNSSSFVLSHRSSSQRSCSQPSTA
M1 antag: blocks human M1 muscarinic receptor | P11229 | CHO-K1 hM1, Fluo-8 calcium fluorescence, ACh EC80 antagonist | inhibition, % at 3 µM | 360,000 compounds, 1.3% hits | AID 588852;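 active = percent inhibition above its own plate's cutoff, namely the mean of that plate's compound wells plus 3 SD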;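 also: peak over basal fluorescence ratio during 140 s after agonist addition; 0% = ACh EC80 plus DMSO and 100% = DMSO alone without agonist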
OXTR potentiate: potentiates the human oxytocin receptor response | P30559 | CHO-OTR cells, Fluo-8 calcium fluorescence, potentiator mode; 0% = oxytocin EC15, 100% = EC100 | activation, % at 3 µM | 320,000 compounds, 0.061% hits;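 active = activation above that plate's cutoff, the mean activation of tested compounds plus 3 SD, cut at about 6.6% in these data, passing the limit was not always enough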;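 also: 100% uses oxytocin at 75 nM as the full agonist control; some results filed as inactive read as strong as hits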
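System: human OTR in CHO cells / Also added: sub-maximal oxytocin, roughly EC15 / Control set: EC15 oxytocin low, 75 nM oxytocin high / Schedule: 6 min compound pre-incubation at room temperature, 100 s kinetic read / Compound: single-point 3.0 µM / Replication: singlicate / Technique: Fluo-8 calcium dye fluorescence / Read-out basis: % activation of max/min ratio relative to oxytocin controls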
CHO parental Ca: counter-screen: ATP calcium response change in parental CHO cells; parental CHO-K1, ATP-induced calcium, Fluo-8 fluorescence; 330,000 compounds, 0.63% hits; inhibition, % at 5.6 µM;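 active = inhibition above that plate's mean sample inhibition plus 3 SD, cut at about 26% in these data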;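 also: 0% = ATP-challenged DMSO wells and 100% = DMSO wells without ATP; some compounds past the cut are filed as inactive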
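Test system: parental CHO cells; detection: calcium-sensitive Fluo-8 fluorescence; evaluation: percent inhibition of calcium signal; also added: ATP as calcium-mobilizing challenge; repeats: one well per compound; control set: ATP-challenged DMSO wells low, unchallenged DMSO wells high; compound: single nominal dose of 5.6 µM per compound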
TAAR1 antag: human TAAR1 antagonism; Q96RJ0; CHO RD-HGA16 TAAR1, Fluo-8 calcium fluorescence, antagonist; inhibition, % at 3 µM; 360,000 compounds, 1.5% hits;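 active = inhibition above a per-plate cutoff, the mean inhibition of test compounds on that plate plus 3 SD, cut at about 49% in these data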;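 also: 0% = DMSO plus EC80 beta-PEA response and 100% = DMSO alone without agonist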
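Material: CHO RD-HGA16 cells bearing hTAAR1; compound dosing: one-point dosing, 3 µM nominal final; schedule: dye loading 75 min at 37 °C, then 30 min room temperature; measured by: calcium fluorescence with Fluo-8; control set: vehicle and agonist controls; replication: n of 1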
TAAR1 agonist: agonists of human TAAR1; Q96RJ0; CHO RD-HGA16 TAAR1, Fluo-8 calcium fluorescence; vehicle wells 0%, saturating PEA agonist 100%; activation, % at 3 µM; 360,000 compounds, 0.99% hits;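 active = activation above the mean activation of all test compounds in the run plus 3 SD, cut at about 38% in these data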
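Benchmarks: low control DMSO, high control PEA (EC100); System: CHO RD-HGA16 cells carrying human TAAR1 plus Gα16; Detection: Fluo-8 fluorescence, 5 s baseline then 140 s kinetic read; Schedule: 17-24 h plating, Fluo-8 75 min 37 °C, 30 min RT; Read-out basis: % activation from peak over basal fluorescence ratio, DMSO-to-PEA scaled.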
An asterisk follows results filed as active; · = not tested or not shown.

SMILES	V1aR counter	M1 ag	CHRM1 PAM	OXTR ag	M1 antag	OXTR potentiate	CHO parental Ca	TAAR1 antag	TAAR1 agonist
OCC[C@@H]1C[C@H](O)[C@@H](O)[C@]2(Cc3ccccc3CO2)O1	-0.4	-6	-6	0.1	9	-9	-1	3	15
CC(C)c1ccc(NC(=O)CN2C(=O)NC3(CCCC3)C2=O)cc1	1.0	-4	-4	0.8	3	-3	-13	-4	8
Cc1cccc(C(=O)NC(C)C(c2cccs2)N2CCOCC2)c1 (stereo not drawn)	-0.2	0	-5	-0.8	7	1	-14	-17	4
Cc1ccccc1NC(=O)OCc1cn(-c2ccc(Cl)cc2)nn1	-0.6	-6	11	-0.7	-13	6	0	-16	1
CC(C)(C)c1ccccc1OCC(=O)NCCC(=O)O	0.1	-5	9	7.6	-8	1	8	10	1
COc1ccccc1/C=N/NC(=O)CSc1cc(C)nc2ccccc12	1.4	-6	2	-0.3	2	-11	-27	-1	13
Cc1ccc(NC(=O)COC(=O)C2CCN(c3ccc(C(F)(F)F)cn3)CC2)cc1C	0.6	-5	6	-1.4	-9	-13	-11	10	-1
CS(=O)(=O)N(CC(=O)N1CCCCCC1)c1cccc(Cl)c1Cl	1.6	-9	1	0.8	-10	1	-3	6	1
O=S(=O)(Nc1ccc(C(F)(F)F)cn1)c1ccccc1	-1.5	-3	5	-1.3	-12	0	-13	-18	5
CCc1ccccc1NC(=O)COC(=O)C1CC(=O)N(c2ccc(F)cc2)C1 (stereo not drawn)	1.4	-3	-6	-0.5	12	-1	-5	5	13
Nc1ncc(-n2cncn2)c(-c2ccccc2)n1	1.3	-8	5	0.1	0	-1	-3	9	7
c1ccc(-n2nnc(-c3nccs3)n2)cc1	1.6	-5	7	-0.3	-4	-9	5	7	4
O=C(Cn1[nH]c(=O)c2ccccc2c1=O)NCc1cccnc1	-0.2	-4	12	0.1	-7	-14	-11	2	1
Cc1ccc(NS(=O)(=O)c2ccc3c(c2)n(C)c(=O)n3C)cc1C	8.9	-2	2	12	-4	-16	-7	17	11
CC(=O)Nc1nc(-c2ccccc2)nc(C)c1C(C)=O	-1.2	-3	1	0.3	-2	-2	-12	-12	-1
Cc1ccc(C(=O)OCC(=O)NCCc2ccccc2)cc1C	-0.9	-7	0	-2.2	2	-3	-16	16	15
Cc1cc(C)n(C(=O)c2ccc([N+](=O)[O-])cc2N)n1	0.4	-9	10	-0.7	-14	-16	0	-4	8
O=C(CCNS(=O)(=O)c1ccccc1C(F)(F)F)N1CCN(C(c2ccccc2)c2ccccc2)CC1	0.2	-4	2	-2.3	-13	-6	-2	10	1
CC(=O)c1cccc(S(=O)(=O)N(Cc2cc3cc4c(cc3[nH]c2=O)OCCO4)CC2CCCO2)c1 (stereo not drawn)	1.6	-7	-2	1.2	-2	-2	-8	35	9
Cc1cc(C(=O)N2CCN(c3ccc([N+](=O)[O-])cc3)CC2)n[nH]1	4.1	-2	1	3.0	-1	-12	17	-1	1
O=C(COc1ncnc2scc(-c3ccccc3)c12)NCCN1C(=O)CSC1=O	-0.6	·	·	-1.8	·	-8	-7	·	·
COC(=O)c1ccccc1NC(=O)N[C@@H](C)C(=O)OC	0.1	-4	12	1.4	-10	6	-1	·	·
COc1cccc(-n2cc3c(=O)n(C)c(=O)n(C)c3c2)c1	-1.4	-4	-2	-1.9	-19	-12	-26	6	-1
CS(=O)(=O)c1ccc(Cl)c(NC(=O)COC(=O)CNC(=O)c2ccc(Br)o2)c1	-0.1	-2	4	-1.3	-4	-4	-8	9	6
O=C(O)c1cc(N2C(=O)C=CC2=O)cc(N2C(=O)C=CC2=O)c1	·	-2	2	·	-3	·	·	-12	1
C=CCOc1cccc(C2C(C(=O)c3ccco3)=C(O)C(=O)N2Cc2ccncc2)c1 (stereo not drawn)	1.1	-4	-1	0.9	0	3	-2	0	4
Cc1nn2cc(-c3ccccc3)nc2s1	-0.9	-7	4	-0.8	-3	-7	-2	17	0
COc1cc(OC)c(C2N(c3ccc(Cl)c(Cl)c3)C(=O)C3CCCN32)cc1OC (stereo not drawn)	4.2	-5	3	3.6	3	-18	-20	-12	10
O=[N+]([O-])c1ccc(Cl)c(S(=O)(=O)N2CCCCCC2)c1	-0.9	-12	2	-1.9	-2	3	-13	·	·
COc1cc(OC)c(OC)cc1CNc1nnnn1C	0.2	0	17	-0.8	-20	-4	-2	15	0
O=C(CN(C(=O)c1csnn1)c1ccc(F)c(Cl)c1)NCc1ccc(F)cc1	1.5	0	7	2.8	-6	-13	-3	9	1
CC(C)(C)C1=CC(=O)C(N2CCOCC2)=CC1=O	0.6	-5	2	1.2	3	0	0	-9	4
COc1ccc(-c2cc(C(F)(F)F)n3nc(C(=O)Nc4cc(C)on4)cc3n2)cc1OC	-0.8	-1	-3	0.0	-9	3	-2	-12	6
COc1ccc(Br)cc1CN(C)C(=O)c1cc(Cl)c2c(c1)OCCO2	-0.8	-3	7	-1.5	-9	-10	-17	-4	0
Cc1ccc(-c2cc(C(=O)NCc3ccco3)no2)cc1	-0.2	-3	0	-0.7	2	-9	2	1	13
Cc1ccc(NS(=O)(=O)c2ccc3[nH]c(=O)[nH]c3c2)cc1	0.6	-1	3	0.5	-5	-4	-4	-10	0
CCOc1ccccc1NS(=O)(=O)c1cccc2nsnc12	-0.8	0	-5	-0.6	-26	4	-8	-5	9
COc1cc(C(=O)NCc2nnc(SCC(=O)NC3CCCC3)o2)cc(OC)c1OC	1.0	0	13	0.5	-13	-4	-6	-6	1
COC1CC(=O)C2OC(c3ccccc3)OCC2O1 (stereo not drawn)	·	-2	8	·	-9	·	·	-12	3
CCc1cc2c(=O)n(-c3ccccc3)c(=S)[nH]c2s1	0.0	2	10	-0.3	0	-5	0	2	2
COc1cccc(CNC(=O)CCC2CCCN(C(=O)c3ccc(OC)o3)C2)c1 (stereo not drawn)	0.1	-4	12	-0.1	-21	3	-27	-1	-1
COc1cc(C(=O)NNC(=O)CNC(=O)c2ccc(Br)o2)cc(OC)c1OC	-1.0	4	14	0.1	-4	2	0	-10	0
Nc1nc2n(n1)C(c1ccco1)CC(c1ccc(Cl)cc1)N2 (stereo not drawn)	0.6	-3	5	-0.9	-9	-17	-13	2	3
CC(C)NC(=O)c1cc2c(C(F)(F)F)nn(C)c2s1	-0.3	-3	7	-1.4	-15	-8	-11	4	5
O=C(NCc1ccccn1)c1cc(-c2ccc(Br)cc2)nc2ccccc12	-1.2	-4	-9	-1.3	4	-7	-30	35	5
CCCC(C)C(=O)Nc1ccc(F)c(Cl)c1 (stereo not drawn)	1.4	-6	4	-2.3	-5	-12	-41	-20	0
Cc1ccc(NC(=O)c2cc(S(=O)(=O)N3CCCC3)cn2C)cc1	-0.8	-6	-7	-1.3	10	2	-7	-12	-1
CC1(C(=O)NS(=O)(=O)c2cccs2)CCN1C(=O)C1CC1 (stereo not drawn)	·	-2	9	·	-1	·	·	5	-1
Cc1[nH]nc2c1C(C(C)C)C(C#N)=C(N)O2 (stereo not drawn)	2.2	-3	6	2.6	-9	-18	-2	-18	0
CCOc1ccc2nc(NC(=O)CN3CCN(CC)CC3)sc2c1	·	-9	10	·	-12	·	·	3	0
More structures:
SMILES	V1aR counter	M1 ag	CHRM1 PAM	OXTR ag	M1 antag	OXTR potentiate	CHO parental Ca	TAAR1 antag	TAAR1 agonist
Cc1ccccc1-c1n[nH]c(=S)n1/N=C/c1c(C)nn(-c2ccccc2)c1C	-1.6	-8	-14	-2.4	7	-9	-16	-9	-3
CCC(=O)NC(=S)Nc1ccc(NC(=O)c2cc3ccccc3o2)c(OC)c1	0.0	-5	3	-0.1	2	-2	-19	11	-1
O=[N+]([O-])c1cc(Cl)ccc1N1CCCC1	0.1	-9	10	-1.7	-6	-2	-4	13	6
O=C(CN1CCC(O)(c2ccc(F)cc2)CC1)NCc1ccc(F)cc1	1.9	-5	3	2.7	-5	-2	-7	0	9
CCOC(=O)C1=C(C)N(Cc2ccc(C(=O)O)cc2)C(=O)NC1c1ccc([N+](=O)[O-])cc1 (stereo not drawn)	0.0	0	7	0.7	-3	-9	3	-2	2
CC(=O)Nc1ccc(OCC(=O)NCc2ccc3c(c2)OCO3)cc1	1.1	-4	-4	1.6	5	9	-4	-5	2
CCC(C)NC(=O)CN(c1cc(Cl)cc(Cl)c1)S(C)(=O)=O (stereo not drawn)	0.5	-3	3	-0.6	13	-7	-5	11	4
Cc1ccccc1OCCC(=O)OCC(=O)NC(C)c1ccccc1 (stereo not drawn)	0.7	-5	-2	-1.5	7	-7	-10	-1	1
CC(=O)c1c(C)[nH]c(C(=O)OCC(=O)N2c3ccccc3NC(=O)C2(C)C)c1C	1.2	0	1	0.1	-5	-7	-16	10	2
O=C(OC1CCCC1)c1ccc(Cl)cc1Cl	·	0	11	·	-14	·	·	-14	0
Cc1ccc(C(=O)Nc2ccccc2N2CCN(C(=O)C(C)C)CC2)cc1C	-0.8	-1	-1	-2.7	11	-8	-21	18	10
Cc1cc(C)c(C(=O)COC(=O)CNC(=O)c2ccccc2C)c(C)c1	-0.5	0	13	-1.2	-5	1	-1	-20	0
CCCOc1cccc(C(=O)Nc2cccc3ncccc23)c1	2.4	-1	1	2.3	3	0	-18	1	4
COc1ccc(NC(=O)COc2nc3ccccc3nc2N2CCOCC2)c(OC)c1	0.3	-8	1	-1.3	3	-3	-13	-10	1
Oc1ccc(Cl)cc1CNCc1ccc(C(F)(F)F)cc1	-0.8	1	6	1.6	-2	-11	-9	-7	26
CCc1ccccc1N(CC(=O)N1CCN(c2ccccc2)CC1)S(C)(=O)=O	0.9	-2	5	1.9	-7	-6	-2	11	5
